# L929 necroptosis: blocks zVAD induced death of L929 cells. L929 zVAD necroptosis rescue, ATP luminescence, 24 h; with zVAD 60 µM. 220,000 tested, 0.38% active. viability rescue, % at 10 µM. AID 1377;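 active = activation, scaled between plate controls, above about 75%, limit read from the data; inactive = activation under that limit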;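 also: 0% = zVAD with DMSO and 100% = DMSO alone without zVAD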
# m-calpain inh: blocks pig calpain II enzyme activity | inhibition, % at 16 µM | 220,000 tested, 0.37% active | AID 1236 | purified calpain II, fluorogenic peptide substrate, 30 min;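 active = inhibition above about 50%, limit read from the data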
# Mdm2 ligase inh: Mdm2 E3 ligase (human) inhibition | Q00987 | cell-based MDM2 ubiquitination luciferase reporter, 2 h; 0 = plate control, 100 = twice control, blank-subtracted | signal enhancement, % at 5 µM | 210,000 tested, 0.11% active;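 active = signal enhancement of 30% or more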;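 also: luminescence tracks abundance of the self-degrading MDM2-luciferase fusion protein; higher signal means inhibition of MDM2 E3 ligase activity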
# Target sequence (Q00987 whole entry, looked up, the tested form may be a part): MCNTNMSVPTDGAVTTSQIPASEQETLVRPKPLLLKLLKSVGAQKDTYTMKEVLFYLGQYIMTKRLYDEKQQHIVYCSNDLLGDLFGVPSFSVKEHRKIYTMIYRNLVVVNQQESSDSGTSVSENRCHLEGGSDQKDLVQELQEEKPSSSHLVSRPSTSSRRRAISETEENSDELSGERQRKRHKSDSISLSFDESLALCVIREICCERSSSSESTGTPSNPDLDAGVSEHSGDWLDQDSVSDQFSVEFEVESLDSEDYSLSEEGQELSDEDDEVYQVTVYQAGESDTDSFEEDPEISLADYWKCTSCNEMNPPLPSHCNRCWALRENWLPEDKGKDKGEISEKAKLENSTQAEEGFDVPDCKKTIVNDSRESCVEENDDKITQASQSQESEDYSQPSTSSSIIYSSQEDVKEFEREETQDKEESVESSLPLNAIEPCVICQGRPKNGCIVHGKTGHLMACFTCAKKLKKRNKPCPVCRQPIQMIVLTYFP
#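 Assay system: stable mammalian line carrying autodegrading MDM2–luciferase fusion reporter; amount: 2000 cells seeded into each well; buffer or medium: DMEM; benchmarks: plate control and blank wells; signal: luciferase luminescence; timing: 2 h compound exposure at 37 °C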
# PERK inhibitor: human PERK inhibition, primary cell-based screen; Q9NZJ5; CHO PERK-DD fusion, SEAP luminescence translation reporter; inhibition, % at 5.6 µM; 220,000 tested, 0.17% active;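 active = inhibition above the mean inhibition of all tested compounds plus 3 SD, set separately per screening campaign, cut at about 2.9% in these data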;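 also: PERK kinase domain activated by AP20187 dimerizer at 100 nM; 0% = DMSO with dimerizer and 100% = rapamycin at 8.4 µM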
# eIF4E-4G inh: inhibitors of eIF4E and eIF4G interaction in translation initiation. 220,000 tested, 0.37% active. TR-FRET eIF4E-eIF4GI(517-606) binding, 2 h. inhibition, % at 21.7 µM. P63073+Q04637;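 active = inhibition above about 30%, limit read from the data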;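 also: 0% = full FRET control wells and 100% = background wells lacking eIF4GI fragment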
# Rad51 HR inh: blocks human Rad51 in homologous recombination; hRad51 DNA strand exchange, fluorescence dequenching; AID 1385; inhibition, % at 10 µM; 200,000 tested, 0.085% active;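 active = inhibition above 40% at the single screening dose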;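 also: 0% = DMSO control wells and 100% = blanks with heterologous ssDNA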
# Target sequence (Q06609 whole entry, looked up): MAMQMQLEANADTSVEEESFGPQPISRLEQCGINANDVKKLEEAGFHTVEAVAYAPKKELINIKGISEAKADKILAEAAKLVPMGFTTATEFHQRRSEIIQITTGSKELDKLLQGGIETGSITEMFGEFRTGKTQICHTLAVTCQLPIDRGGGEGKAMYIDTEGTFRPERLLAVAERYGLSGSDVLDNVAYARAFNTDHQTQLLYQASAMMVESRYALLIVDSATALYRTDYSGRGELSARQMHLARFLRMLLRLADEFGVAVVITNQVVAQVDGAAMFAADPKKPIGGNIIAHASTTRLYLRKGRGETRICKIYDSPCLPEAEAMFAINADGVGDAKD
#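 Test system: preformed human Rad51 ssDNA filaments. Compound dosing: single dose, 10 µM final compound. Incubation: filaments 15 min 37 °C, then compound 30 min. Technique: FRET fluorescence dequenching, excitation 485 nm, emission 520 nm. Read-out basis: percent inhibition from fluorescence, normalised to plate control and blank means. Benchmarks: plate controls and plate blanks.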
# TNF necrop inh: inhibitors of TNF-alpha induced necroptosis in Jurkat FADD-/- cells | AID 463075 | activation (protection from cell death), % at 10 µM | 220,000 tested, 0.068% active | Jurkat FADD-/- TNF necroptosis rescue, ATP luminescence, 24 h; 0 = TNF only, 100 = no-TNF cells;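 active = activation, meaning protection from cell death, of at least 50% relative to plate controls; inactive = activation below 50%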;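 also: necroptosis triggered by 40 ng/mL TNF-alpha added together with compound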
# EBV gp42 inh: blocks Epstein-Barr virus glycoprotein 42 binding. AID 1085. Fluorescence polarization binding assay, mP read-out. Q1HVG2. inhibition, % (tested at 21.74 µM). 220,000 tested, 0.42% active; in the data active = inhibition above about 50%
# Target sequence (Q1HVG2 whole entry, looked up): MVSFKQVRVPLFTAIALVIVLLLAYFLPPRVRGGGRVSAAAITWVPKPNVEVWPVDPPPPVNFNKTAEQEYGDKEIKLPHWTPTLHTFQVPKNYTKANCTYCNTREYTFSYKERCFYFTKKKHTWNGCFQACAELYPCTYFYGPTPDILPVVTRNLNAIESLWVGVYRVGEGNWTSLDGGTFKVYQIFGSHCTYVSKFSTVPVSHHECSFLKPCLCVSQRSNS
# Cl transport mod: modulates chloride dependent transport by human KCC2; KCC2 cells, thallium flux FluoZin-2 fluorescence; B-score of Tl+ flux slope (higher = more flux/activation; lower = inhibition) at 10 µM; 190,000 tested, 2.2% active; Q9H2X9;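 active = thallium flux slope and its plate-corrected score both differing from the plate sample mean at a set confidence after two filtering rounds, in either direction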;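 also: slope of fluorescence scaled to starting intensity during 10 to 20 s after thallium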
# * = called active by the depositor; / = no result given; [ ] = another dose, or the depositor's remark. An unsorted share of the library. About 3.6% of those tested had a hit in this group.
entry	smiles	L929 necroptosis	m-calpain inh	Mdm2 ligase inh	PERK inhibitor	eIF4E-4G inh
1	COC(=O)[C@H](CCSC)NC(=O)N1CCC(C)CC1	-0.6	15	-30	1.2	-2
2	COc1ccc(Cn2c(C(C)C)nc3sc4ccccc4c(=O)c3c2=O)cc1	-0.1	8	-1	-0.3	0
3	O=C1CC(c2ccccc2)Oc2cc(O)cc(O)c21 (centres undefined)	0.1	-9	-20	/	96*
4	COc1cc(S(=O)(=O)NC2CCCC2)ccc1Cl	0.4	3	-13	0.7	7
5	CS(=O)(=O)Nc1cccc(C2=NN(S(=O)(=O)c3ccc(F)cc3)C(c3cccs3)C2)c1 (centres undefined)	0.0	-18	6	0.2	14
6	Cc1ccc(NCc2nnc(SCCN3CCCCC3)n2CC2CCCO2)cc1Cl (centres undefined)	0.8	29	-6	-1.4	-1
7	CC1CCN(CC(=O)Nc2ccc(S(=O)(=O)NC3CC3)cc2)CC1	-0.7	5	/	-0.3	-2
8	C/C(=N\NC(=O)c1nonc1N)c1cccs1	0.5	31	-14	0.7	6[fluorescence artefact?]
9	c1ccc(-c2nnc(N3CCN(c4ccccn4)CC3)c3ccccc23)cc1	0.1	4	-2	-0.5	1
10	C=CCOC(=O)C1=C[C@H](C2CC2)[C@@H](CCCO)[C@H](OCC)O1	-0.7	19	/	1.2	1
11	CNC(=O)COC(=O)/C=C/c1cccc(F)c1	8.0	-28	1	1.0	2
12	CNC(=S)NCCc1ccc(OC)c(OC)c1	-0.2	-14	9	0.9	-5
13	Cc1cccc(C(=O)Nc2cccc(OC(=O)c3cccc(C)c3)c2)c1	1.7	12	-9	1.8	8
14	O=C(C1=C[C@H](C2CCCCC2)C[C@H](OCc2ccc(CO)cc2)O1)N1CCOCC1	-1.1	26	/	0.4	2
15	CCOC(=O)C1=C(COc2ccc(F)cc2Cl)NC(=O)NC1c1cc(C)ccc1C (centres undefined)	-0.1	37	-20	1.5	-8

entry	Rad51 HR inh	TNF necrop inh	EBV gp42 inh	Cl transport mod
1	-1	-1.8	4	-0.22
2	19	-4.7	-8	-0.25
3	6	-1.6	-14	-0.32
4	7	0.8	-12	1.6
5	-18	4.4	-22	-0.25
6	-5	2.3	7	/
7	18	1.4	-4	/
8	-3	0.1	5	0.074
9	1	-4.8	-6	-0.3
10	8	1.0	-9	0.22
11	24	1.9	-16	0.37
12	/	-0.9	-22	-0.13
13	-3	-4.7	-18	/
14	8	0.3	-7	-0.55
15	-6	-1.1	10	/

# Carrying on:
entry	smiles	L929 necroptosis	m-calpain inh	Mdm2 ligase inh	PERK inhibitor	eIF4E-4G inh
16	COC(=O)N/N=C/c1cn(Cc2ccc(F)cc2)c2ccccc12	1.1	-26	3	-0.2	-1
17	CCCN(CCC)CCNC(=O)C1CC(=O)N(c2ccc(OC)cc2)C1c1ccc(OC)cc1 (centres undefined)	0.8	-32	-8	-0.2	-2
18	COc1cccc(NC(=O)C2CCCCC2)c1	0.0	-7	1	-0.4	1
19	Cc1cc(NC(=O)CNC(=O)C2CCCCC2)no1	-0.7	-11	-34	-0.1	0
20	O=C(CCC(=O)OCc1ccc(C(=O)Oc2ccccc2)cc1)Nc1cccc2ccccc12	0.0	-1	9	1.3	0[fluorescence artefact?]
21	O=S(=O)([N-]c1nc2ccccc2nc1-[n+]1ccc(-c2ccncc2)cc1)c1ccccc1	0.7	-34	-13	0.5	-5
22	CCC(=O)Nc1cccc(-n2nnnc2SCC(=O)NCc2ccco2)c1	1.0	-8	-12	2.2	-9
23	COc1ccc(Cl)cc1NC(=O)CN(C)C(=O)COc1ccccc1F	2.4	2	-19	0.4	-1
24	O=C1c2ccccc2C(=O)C1Cc1cccc2ccccc12	1.2	30	-23	-0.5	-2[fluorescence artefact?]
25	O=C(COc1cc(Cl)ccc1Cl)Nc1ccc2c(c1)CCC2	0.9	-11	-15	0.3	-4
26	CCc1cccc(CC)c1NC(=O)COC(=O)Cc1ccsc1	0.3	5	-14	0.9	-3
27	O=C(Nc1ccc2c(c1)OCO2)Nc1cnccn1	0.0	4	-2	0.8	0
28	Cn1cc(SCC(=O)N2CCOCC2)c2ccccc21	0.6	-39	-6	0.5	1[fluorescence artefact?]
29	O=C(COC(=O)CCN1C(=O)c2cccc([N+](=O)[O-])c2C1=O)NCc1ccccc1	-1.1	17	-89	-0.6	3
30	C=CCSC(=C(C#N)C#N)c1cc2c([nH]1)CCCC2	-0.6	-31	-22	0.1	-3[fluorescence artefact?]

entry	Rad51 HR inh	TNF necrop inh	EBV gp42 inh	Cl transport mod
16	/	5.3	-12	0.57
17	2	0.3	1	-0.48
18	-2	1.8	-11	-0.016
19	12	-2.5	-20	-0.14
20	1	-2.7	-7	-0.21
21	-15	1.6	56*	0.9
22	-14	0.7	-15	/
23	-41	3.0	1	-0.87
24	2	-0.9	6	0.37
25	/	1.4	-8	-0.18
26	10	2.2	-12	0.54
27	/	-1.9	2	/
28	2	-0.4	-7	-0.79
29	-5	0.2	-3	-0.063
30	-3	-20	-14	-2.3

# Printed as active in eIF4E-4G inh, among the entries above:
nr | molecule | m-calpain inh | PERK inhibitor | eIF4E-4G inh | EBV gp42 inh | Cl transport mod
3 | O=C1CC(c2ccccc2)Oc2cc(O)cc(O)c21 (centres undefined) | -9 | / | 96* | -14 | -0.32

# 3 consecutive compounds from above, quoted:
entry	smiles	L929 necroptosis	m-calpain inh	Mdm2 ligase inh	PERK inhibitor	eIF4E-4G inh
15	CCOC(=O)C1=C(COc2ccc(F)cc2Cl)NC(=O)NC1c1cc(C)ccc1C (centres undefined)	-0.1	37	-20	1.5	-8
16	COC(=O)N/N=C/c1cn(Cc2ccc(F)cc2)c2ccccc12	1.1	-26	3	-0.2	-1
17	CCCN(CCC)CCNC(=O)C1CC(=O)N(c2ccc(OC)cc2)C1c1ccc(OC)cc1 (centres undefined)	0.8	-32	-8	-0.2	-2

entry	Rad51 HR inh	TNF necrop inh	EBV gp42 inh	Cl transport mod
15	-6	-1.1	10	/
16	/	5.3	-12	0.57
17	2	0.3	1	-0.48

# Next part:
entry	smiles	L929 necroptosis	m-calpain inh	Mdm2 ligase inh	PERK inhibitor	eIF4E-4G inh
31	COc1ccc(O)c(C(c2c(C)[nH][nH]c2=O)c2c(C)[nH][nH]c2=O)c1	7.4	-21	5	1.9	-1
32	N#C/C(=C/c1ccc(N2CCCC2)c([N+](=O)[O-])c1)c1nc2ccccc2[nH]1	0.8	-121	-1	1.4	8
33	CCOC(=O)N1CCC(N2CC34C=CC(O3)C(C(=O)Nc3ccc(C(C)C)cc3)C4C2=O)CC1 (centres undefined)	1.4	-24	9	-0.1	-4
34	CCc1onc(C)c1C(=O)Nc1ccc2c(c1)OCO2	0.6	-13	-2	0.0	4
35	CC(C)c1nc(SCC(=O)Nc2cccc(S(N)(=O)=O)c2)n[nH]1	1.3	-11	-13	0.4	2[fluorescence artefact?]
36	COc1cc(/C=C(\C#N)c2nc3ccc(C)cc3[nH]2)cc([N+](=O)[O-])c1O	1.0	11	-42	-0.7	5
37	O=C(Nc1ccc(N2CCCCC2)cc1)c1cccnc1	-0.1	-5	-13	0.1	6
38	C=CCn1c(SCc2ccc(F)cc2)nc2c1c(=O)[nH]c(=O)n2C	-0.2	-25	-7	0.5	4
39	N=C(N)SCc1ccccn1	0.8	-6	13	2.4	5
40	Cn1c2ccc(F)cc2c2ncn(Cc3ccco3)c(=O)c21	0.5	-196	-18	-0.1	3
41	O=C1C2CCCN2C(c2cccs2)N1c1ccc(F)cc1 (centres undefined)	-0.7	20	-4	0.2	-3
42	Cc1cc(C(=O)NC2CCCCC2)on1	1.0	-11	/	1.3	-1
43	Cc1cccc(CN2CCN(CC(C)C)C(CCO)C2)n1 (centres undefined)	-0.5	9	/	-0.6	-13
44	COc1ccc(/C(O)=C2\C(=O)C(=O)N(CCN(C)C)C2c2cccc(OC)c2OC)cc1Cl (centres undefined)	0.8	/	-8	1.2	/
45	O=C(CN(CC1CCCO1)C(=O)c1nsc(Cl)c1Cl)NC1CCCC1 (centres undefined)	-0.3	-10	-11	-0.8	0

entry	Rad51 HR inh	TNF necrop inh	EBV gp42 inh	Cl transport mod
31	1	-0.8	-14	-0.28
32	-14	-2.8	5	0.11
33	-3	0.2	-5	0.68
34	3	0.1	-11	0.22
35	-7	-0.1	-8	0.15
36	-19	2.9	19	/
37	0	-0.3	-2	0.91
38	3	-5.5	-11	0.96
39	/	0.9	-30	0.56
40	-1	-0.5	-21	-1.1
41	/	-0.1	-3	0.53
42	-8	5.6	-26	0.024
43	27	0.4	-13	1.2
44	-4	1.2	/	/
45	-4	-0.1	10	0.61

# Next part.
entry	smiles	L929 necroptosis	m-calpain inh	Mdm2 ligase inh	PERK inhibitor	eIF4E-4G inh
46	CNC(=O)CCCc1nc(-c2ccccc2Cl)no1	0.5	22	-23	0.3	-3
47	O=C(NCc1cccnc1)c1ccc(COc2ccc(Cl)cc2)cc1	-0.1	21	-15	1.2	-2
48	CCOc1cc(NC(=S)NCCCN2CCOCC2)c(OCC)cc1NC(=O)c1cccc(F)c1	1.3	-36	1	0.5	-3
49	COc1ccc(S(=O)(=O)Nc2cc(C(=O)NCCCN3CCOCC3)ccc2N2CCOCC2)cc1	2.4	-18	-11	0.8	1
50	Cc1ccc(S(=O)(=O)/N=C2\CN(C)C(=O)N2C)cc1	/	0	-5	-0.6	4
51	O=C(Nc1nc2cc3c(cc2s1)OCO3)C1=COCCO1	/	21	/	0.8	-2
52	Cc1cc(C)c(C#N)c(SCSCc2ccccc2)n1	0.3	45	-18	-0.8	-1
53	Cc1cc(-c2sccc2C)nc(-n2cccc2)n1	0.5	-1	0	0.0	3[fluorescence artefact?]
54	C(=N\N1CCN(Cc2ccccc2)CC1)/c1ccc(-c2ccccc2)cc1	1.1	19	0	0.1	-2
55	O=C1c2ccccc2C(O)N1CCN1CCOCC1 (centres undefined)	-0.1	3	0	1.5	-5
56	C[C@@H](C(=O)N1CCNCC1)n1cc(CCCN=C(N)N)nn1	0.0	-22	/	0.8	-1
57	Cc1cccc(N(C(=O)Cn2nnc3ccccc32)C(C(=O)NCc2ccco2)c2ccncc2)c1 (centres undefined)	-0.3	2	-15	1.0	1
58	COC(=O)c1ccc(NC(=O)CN(c2ccc(C)cc2)S(=O)(=O)c2c(C)n[nH]c2C)cc1	-0.2	11	-18	-0.5	0
59	COCCn1c(CN2CC(C)CC(C)C2)nc2c1c(=O)n(C)c(=O)n2C (centres undefined)	0.4	4	-29	0.3	1[fluorescence artefact?]
60	CCC1S/C(=N\S(=O)(=O)c2cccs2)N(C2CCCCC2)C1=O (centres undefined)	0.2	-14	-11	0.2	0

entry	Rad51 HR inh	TNF necrop inh	EBV gp42 inh	Cl transport mod
46	10	-0.2	1	/
47	-46	-7.4	2	-2.2
48	4	2.1	-4	/
49	18	1.5	3	0.71
50	/	0.2	-5	0.54
51	-10	-14	-7	0.045
52	5	1.6	-7	-0.25
53	-2	-2.4	-19	0.35
54	9	0.1	4	0.87
55	-3	0.8	-31	-0.48
56	4	-0.8	-10	2*
57	-4	-2.2	-16	-4.7
58	-2	-2.9	3	/
59	-1	-0.1	-32	/
60	-2	0.2	0	-2.1

# High-throughput results from PubChem.
